Bioassay records as filed in PubChem.
STK33 kinase inh: inhibitors of purified STK33 kinase, primary screen, biochemical, ADP-Glo luminescence, homogeneous, cell-free | AID 2661, 2010 | inhibition, % at 10 µM | MBP phosphorylation | Serine/threonine-protein kinase 33 (Homo sapiens), Q9BYT3 | 320,000 tested, 0.073% active;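 active = inhibition at or above 25%, using the most active replicate where run in duplicate; inactive = inhibition below 25%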
Target sequence (Q9BYT3 whole entry, looked up): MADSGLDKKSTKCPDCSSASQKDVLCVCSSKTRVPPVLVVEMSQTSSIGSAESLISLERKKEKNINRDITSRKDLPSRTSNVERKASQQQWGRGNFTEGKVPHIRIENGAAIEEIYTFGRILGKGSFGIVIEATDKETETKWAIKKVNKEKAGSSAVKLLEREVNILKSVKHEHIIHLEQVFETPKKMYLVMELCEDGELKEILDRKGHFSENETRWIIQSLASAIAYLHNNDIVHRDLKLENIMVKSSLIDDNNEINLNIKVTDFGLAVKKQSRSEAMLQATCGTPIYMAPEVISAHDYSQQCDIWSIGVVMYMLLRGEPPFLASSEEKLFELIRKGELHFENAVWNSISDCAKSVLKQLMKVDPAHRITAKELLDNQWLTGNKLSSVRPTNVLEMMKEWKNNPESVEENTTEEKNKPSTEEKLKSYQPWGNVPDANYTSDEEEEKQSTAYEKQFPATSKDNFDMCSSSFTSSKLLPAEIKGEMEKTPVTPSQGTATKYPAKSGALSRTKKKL
OX1R FRET antag: antagonists of human orexin 1 receptor (OX1R); Orexin/Hypocretin receptor type 1 (Homo sapiens), O43613; 330,000 tested, 1.8% active; OX1R-expressing cells, FRET antagonist read-out; AID 485270, 2010; inhibition, % at 6.6 µM; in the data active = inhibition mostly above about 38%, no sharp cut-off; inactive = mostly below about 40%;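 also: 0% = agonist challenge alone and 100% = reference antagonist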
Target sequence (O43613 whole entry, looked up): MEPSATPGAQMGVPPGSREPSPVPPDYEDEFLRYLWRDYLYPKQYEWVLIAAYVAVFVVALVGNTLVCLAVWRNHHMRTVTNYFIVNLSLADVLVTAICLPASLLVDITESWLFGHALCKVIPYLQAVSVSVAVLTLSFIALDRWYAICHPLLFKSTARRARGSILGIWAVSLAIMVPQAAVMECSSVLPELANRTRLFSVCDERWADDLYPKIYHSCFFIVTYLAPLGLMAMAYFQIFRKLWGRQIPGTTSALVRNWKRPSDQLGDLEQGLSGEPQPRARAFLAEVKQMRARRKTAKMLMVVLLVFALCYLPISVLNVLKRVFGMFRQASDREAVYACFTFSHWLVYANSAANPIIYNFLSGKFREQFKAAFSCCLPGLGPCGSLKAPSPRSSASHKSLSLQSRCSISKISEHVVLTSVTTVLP
* marks the source's active call; other numbers are inactive results; . = not tested or not shown.

mol,STK33 kinase inh,OX1R FRET antag
CCC(=O)Nc1ccc(Nc2nc(C)c([N+](=O)[O-])c(Nc3ccc(NC(=O)CC)cc3)n2)cc1,-1.5,21
CNC(=O)c1c(Br)cnn1-c1ccc(C)cc1,-0.9,32
O=C(O)c1ccc(Cl)c2c1C1C=CCC1C(c1ccccn1)N2 (stereo unspecified),-0.7,26
Cc1ccc(S(=O)(=O)N2CCOC23CCN(S(=O)(=O)c2cccs2)CC3)cc1,-0.1,10
O=C(NCCCn1ccnc1)/C(=C\c1cccs1)NC(=O)c1ccco1,-0.5,6
O=C(/C=C/c1cc([N+](=O)[O-])ccc1OC(F)F)Nc1ccc(OC(F)F)cc1,-1.3,22
CCOC(=O)[C@@H]1[C@H]2COc3ccccc3[C@@H]2N2C(=O)N(c3ccc(OC)cc3)C(=O)[C@@]12C,0.7,10
Cc1ccc(N2C(=O)C(Cc3ccccc3)NC2=S)cc1 (stereo unspecified),-1.1,10
CC1(C)CC(=O)c2c(O)cc(OCC(=O)NCCc3ccc(S(N)(=O)=O)cc3)cc2O1,0.1,-3
CC(Oc1cc2oc(=O)c3c(c2cc1Cl)CCC3)C(=O)NCc1ccncc1 (stereo unspecified),-1.2,15
CC/C(=N\NS(=O)(=O)c1ccc(C)cc1)c1ccco1,0.8,-3
CC(=O)SCCC(=O)Nc1ccccc1,-2.0,0
O=C(CN1C(=O)c2ccccc2C1=O)N1CCN(c2ccccn2)CC1,0.4,10
Cc1sc2ncnc(NC(C)C(=O)O)c2c1C (stereo unspecified),2.5,15
COc1cc(OC)cc(C(=O)N[C@H](C(=O)Nc2nc(-c3cc(OC)ccc3OC)cs2)C(C)C)c1,-0.2,11
CCCSc1nc(-c2ccccc2)cc(C(F)(F)F)c1C#N,0.0,9
O=C(NCc1ccccc1)C(c1ccc(Cl)cc1)N(C(=O)c1csnn1)C1CC1 (stereo unspecified),1.2,19
Cc1ccccc1Nc1nc(N)nc(CSc2nnnn2C)n1,-2.2,35
COC(=O)c1ccccc1NC(=O)c1cc[n+]([O-])cc1,0.8,18
NC(=S)N/N=C\c1ccccc1OCc1ccccc1,-0.7,10
Cc1cc(C)n(S(=O)(=O)c2ccc(C)c(C)c2)n1,-0.6,.
CCOC(=O)Cn1nc(-c2ccc(C)cc2)ccc1=O,-2.5,7
O=C(O)c1cn(Cc2ccccc2)c2ccccc2c1=O,.,14
CCOc1ccc2oc(C(=O)OCC(=O)NC(=O)NC3CCCC3)c(C)c2c1,-1.5,9
Cc1cc(C)c(NC(=O)CCCN2CCN(C)CC2)c(C)c1,-0.4,-4
c1ccc(CN2CCN(c3nc(-c4ccccc4)nc(-n4ccnc4)n3)CC2)cc1,-1.1,18
CCOC(=O)c1cnc2c(C(=O)OCC)cnn2c1N,-0.1,2
O=C(NCc1nnc(SCC(=O)N2CCCCCC2)o1)c1ccco1,-0.5,10
COc1ccc(-c2cc(-c3ccc(N)cc3)nc(N)c2C#N)cc1OC,0.3,18
CCCNC1=C(C)C(=O)CC1,0.3,7

2 of the compounds above, as labelled records:
> CC(=O)SCCC(=O)Nc1ccccc1
  STK33 kinase inh = -2.0
  OX1R FRET antag = 0
> CCOC(=O)[C@@H]1[C@H]2COc3ccccc3[C@@H]2N2C(=O)N(c3ccc(OC)cc3)C(=O)[C@@]12C
  STK33 kinase inh = 0.7
  OX1R FRET antag = 10

Next part
mol,STK33 kinase inh,OX1R FRET antag
O=C(CCN=C1NS(=O)(=O)c2ccccc21)OCc1cccc(Cl)c1,0.8,8
CC(=O)c1ccc(OCC(=O)OCC(=O)Nc2sccc2C(N)=O)cc1,-0.3,6
NS(=O)(=O)c1ccc(NS(=O)(=O)c2ccc(Br)cc2)cc1,-1.1,19
Nc1ccccc1Sc1ccc(C(=O)c2ccccc2C(=O)O)cc1[N+](=O)[O-],-0.7,19
Clc1nc(Cl)nc(N(c2ccccc2)c2ccccc2)n1,-1.6,22
COc1ccccc1C(=O)N1CCN(C(=O)Cc2ccccc2)CC1,-0.1,15
CCn1c(CCNC(=O)c2cccs2)nnc1SCC(=O)NC1CCCCC1,-3.5,13
COc1ccc(-n2ncc3c(=O)n(CC(=O)Nc4ccc5c(c4)OCCO5)cnc32)cc1,0.6,4
COCCCNc1nc(N)c([N+](=O)[O-])c(NC2CCCCC2)n1,1.9,18
CCOc1ccc(CCNC(=O)c2c(C)noc2C)cc1OCC,-0.9,2
CC1(C)CCC(=O)N(c2ccccc2)C1=O,-0.7,12
COC(=O)COc1ccc(C(=O)OC)cc1,-4.8,-2
CC1CCCCN1S(=O)(=O)c1ccc2c(c1)CCN2C(=O)C1CC1 (stereo unspecified),-1.3,5
Cc1cccc(NC(=O)Cn2nc(C(F)(F)F)cc2C2CC2)c1,.,17
O=C(Nc1ccccc1C(=O)NCCCN1CCOCC1)c1ccccc1,2.6,22
O=C(Nc1ccc2c(c1)OCO2)N1CCN(c2ncccn2)CC1,-0.3,4
Nc1nc2n(n1)C(c1cccc(Cl)c1)CC(c1ccc(F)cc1)N2 (stereo unspecified),-1.1,12
CS(=O)(=O)Cc1cccc(C(=O)NC2CCSc3ccccc32)c1 (stereo unspecified),0.5,12
Cc1ccc(C)c(N2CCN(C(=O)c3ccc(CSc4nc5ccncc5[nH]4)cc3)CC2)c1,0.1,16
O=C(CN1CCOCC1)Nc1ccccc1Sc1ccc(Cl)cc1,0.3,9
COc1cc(/C=c2\sc3nc(=O)c(-c4ccccc4)nn3c2=O)ccc1OCCC(C)C,-1.9,22
O=C(NCC1CCCO1)c1csc2c1CCCCC2 (stereo unspecified),-2.0,8
Cc1ccc(-n2[nH]c(C)c(/C=N/NC(=O)c3ccc([N+](=O)[O-])cc3)c2=O)c(C)c1,0.2,13
Cc1ccc2c(SCC(=O)NCc3ccco3)nc(-c3ccc(F)cc3)nc2c1,-1.3,1
Cc1ccc(NC(=O)CCNS(=O)(=O)c2ccc3c(c2)oc(=O)n3C)cc1C,-1.7,14
Cc1cc(C(=O)N/N=C/c2ccncc2)c2ccccc2n1,-0.8,8
Cc1ccc(NC(=O)COC(=O)CC2CCCC2)cc1Cl,0.4,0
CCCCc1nc(C(N)=O)c2[nH]c(=O)n(-c3ccc(OC)c(OC)c3)c2n1,-0.1,16
CC(C)N(Cc1ccccc1)S(=O)(=O)c1ccc(Cl)nc1,0.8,24
COc1ccc(NC(=O)CC(NCCc2ccccc2)C(=O)O)c(OC)c1 (stereo unspecified),-1.0,6

Single records, as listed above:
Record of `NS(=O)(=O)c1ccc(NS(=O)(=O)c2ccc(Br)cc2)cc1` = STK33 kinase inh: -1.1; OX1R FRET antag: 19
Record of `COC(=O)COc1ccc(C(=O)OC)cc1` = STK33 kinase inh: -4.8; OX1R FRET antag: -2
Record of `CC1(C)CCC(=O)N(c2ccccc2)C1=O` = STK33 kinase inh: -0.7; OX1R FRET antag: 12

Next section:
mol,STK33 kinase inh,OX1R FRET antag
Cc1occc1-c1nnc(SCC(N)=O)n1Cc1ccccc1,-0.4,18
O=C(CCNC(=O)c1ccco1)Nc1ccc(N2CCOCC2)cc1,-1.0,26
O=C(O)c1ccc(N/N=C/C=C/c2ccc([N+](=O)[O-])o2)cc1,1.6,63
COc1ccc(-n2c(SCC(=O)NCC3CCCO3)nc3c(c2=O)SC(C)C3)cc1 (stereo unspecified),6.0,28
CCOc1ccc(NC(c2ccccn2)c2oc(CO)cc(=O)c2O)cc1 (stereo unspecified),1.4,16
COc1cccc(CC(=O)OCC(=O)NCC(=O)Nc2cccc(C)c2C)c1,-0.7,4
COc1ccc2sc(-c3ccc(S(C)(=O)=O)cc3)c(C#CCO)c2c1,0.5,59*
C=CCSc1nc2ccccc2n1C(=O)/C=C/c1ccc(OC)c(OC)c1,-1.0,3
CC1(C)Cc2ccccc2-c2nnc(-c3cccc(O)c3)n21,-1.6,12
COc1ccc(COC(=O)C2CCN(C(=O)c3ccc(Cl)cc3)CC2)cc1F,0.2,10
CN(C)CCNC(=O)/C(=N\O)c1ccccn1,-0.3,6
COc1ccccc1-c1nc(-c2ccccc2)nc(N2CCN(C)CC2)c1C#N,-0.3,8
Cc1ccc(C2/C(=C(/O)c3ccc4c(c3)CC(C)O4)C(=O)C(=O)N2CCCn2ccnc2)cc1 (stereo unspecified),-1.0,6
Cc1cc(NC(=O)CCC(=O)N(CC2CCCO2)C(C(=O)NC2CCCC2)c2ccccc2C)no1 (stereo unspecified),-0.3,0
O=C(CNC(=O)C12CC3CC(CC(C3)C1)C2)OCc1ccc(F)cc1Cl,.,-2
CCCCn1c(N)c(N(CCOC)C(=O)CSCc2ccc(C)cc2)c(=O)[nH]c1=O,-1.5,1
CCCCN(Cc1ccc(C(=O)N[C@H](C(=O)O)C(C)C)cc1)C(=O)C(c1ccccc1)c1ccccc1,-1.1,8
COc1ccc(NC(=O)c2ccccc2NC(=O)COc2ccccc2)cc1,0.8,14
COCCc1ncc(CN2CCCCC2C(=O)Nc2ccc(Oc3ccccc3)nc2)cn1 (stereo unspecified),-0.3,3
COc1ccc(C2c3[nH]c4ccccc4c3C[C@H]3C(=O)N(C4CCN(Cc5ccccc5)CC4)CC(=O)N23)cc1OC (stereo partly specified),-0.3,-9
OCc1c[nH]c(=S)n1CCOc1cccc(C(F)(F)F)c1,-0.1,11
CN(C)C1(CNC(=O)C2CCC(=O)N(CCc3ccc(Cl)cc3)C2)CCCCC1 (stereo unspecified),0.6,-3
O=c1c2c(nc3cc(-c4ccc(F)cc4)[nH]n13)CCC2,-0.8,4
Cc1cccc(C(=O)NNC(=O)c2ccco2)c1O,-1.6,16
CC1CN(c2ncnc3c2cnn3-c2ccc(Cl)cc2)CC(C)O1 (stereo unspecified),-0.7,6
COC(=O)Cc1cc(=O)[nH]c(/N=C(\N)Nc2ccc(C(C)C)cc2)n1,-1.3,6
CN(C(=O)N1CCN(c2ccccn2)CC1)c1ccccc1,-1.2,9
Nc1nn(S(=O)(=O)c2cccc3nsnc23)cc1-c1ccc(Br)cc1,-2.9,21
O=C(COC(=O)c1ccccc1OC(F)F)Nc1ccc2[nH]c(=O)[nH]c2c1,-1.6,13
Fc1ccc(COc2ccccc2CNCc2ccncc2)cc1,0.4,1
COC(=O)c1ccc(NC(=O)c2cc(-c3ccccn3)nc3ccccc23)cc1,0.8,0
CCOc1cc(NC(=O)c2ccco2)c(OCC)cc1NC(=O)Cc1ccc(OC)c(OC)c1,-0.8,12
O=C(Cc1ccc(Br)cc1)Nc1ccccc1Cl,-0.9,5
CC(=O)c1sc(-c2ccccc2)cc1N,-0.2,20
CCCn1c2ccccc2c2cnn(CC(=O)NCCN(C)C)c(=O)c21,-1.3,.
COc1ccc2[nH]c(=O)c(CN(C(=O)c3cccnc3)c3cc(C)ccc3C)cc2c1,-0.4,4
O=[N+]([O-])c1ccccc1/C=C\C=N\N1CCN(c2ccccc2)CC1,-0.8,30
COc1ccc(NS(=O)(=O)c2cccc3cccnc23)cc1,-2.1,7
Cc1cccc(N(C)S(=O)(=O)c2csc(C(N)=O)c2)c1,0.7,2
Cc1cccc(N(C(=O)c2snc(C(N)=O)c2N)C(C(=O)NCC2CCCO2)c2ccc3ncccc3c2)c1 (stereo unspecified),0.4,17
Cc1cccc2nc(COc3ccc(-c4ccccc4)cc3)cn12,1.0,17
CC(C)c1cc(C(N)=O)c(NC(=O)C2CCC2)s1,2.5,14
CS(=O)(=O)N(CC(=O)NCCC1=CCCCC1)c1ccc2c(c1)OCO2,-1.3,5
CC(C)NC(=O)c1ccc(-c2ccc(Cl)c(C(F)(F)F)c2)o1,0.2,6
COc1cc(OC)cc(C(=O)OCC(=O)Nc2sccc2C(N)=O)c1,0.7,50
COc1c2ccoc2c(OC)c2oc(=O)ccc12,0.3,14
CCCn1c(=O)[nH]c(=O)c2c1nc(-c1ccccc1)n2CCN1CCOCC1,-0.7,25
O=S(=O)(NCC1CCCO1)c1ccc(S(=O)(=O)N(Cc2ccccn2)C2CC2)cc1 (stereo unspecified),2.4,6
Cc1ccc(N(CC(=O)NCc2ccccc2Cl)S(=O)(=O)c2c(C)noc2C)cc1,-0.4,39
CNC(=S)N1CCN(c2c(F)cc3c(=O)c(C(=O)O)cn(C4CC4)c3c2OC)CC1C (stereo unspecified),-0.7,17
CN(C)S(=O)(=O)c1ccc(Cl)c(NC(=O)CSc2nc3c(cc2C#N)C(=O)CC(C)(C)C3)c1,3.3,14
CC(C)(O)c1nnn(-c2ccccc2)c1C(F)(F)F,-0.8,18
O=C1CC(N2CCN(Cc3ccc4c(c3)OCO4)CC2)C(=O)N1Cc1ccc(N2CCCC2=O)cc1 (stereo unspecified),-0.9,9
Cc1cc(C)n2nc(C)c(Br)c2n1,-0.9,14
CCOc1cccc(OCCOCCN(C)C)c1,-0.2,5
CC(=O)N1N=C(N)SC1c1cccc([N+](=O)[O-])c1 (stereo unspecified),.,36
Cc1nccn1CCC(=O)O,-0.3,0
Cn1cncc1C#Cc1c(-c2ccc(S(C)(=O)=O)cc2)sc2ccccc12,.,3
CCCN(CCC)C(=O)c1ccc2c(c1)S(=O)(=O)c1ccccc1C2=O,1.3,46
COCCOC(=O)c1c(NC(=O)CN(C)c2ccccc2)sc(C(N)=O)c1C,-1.7,13
